From PubChem
Wnt bcat act: activators of Wnt/beta-catenin signaling; AID 743398; Wnt/beta-catenin reporter cell assay, activator, plate reader; activation, % at 9.35 µM; actives 1.2% (n = 300,000); in the data active = activation above about 30%, passing the limit was not always enough;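 also: 0% = neutral control wells and 100% = positive control wells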
HTR5A ag: counter-screen for OPRM1-OPRD1 agonists: human HTR5A agonism; AID 504692; HTR5A agonist assay, luminescence, cell-based; activation, % at 9.3 µM; actives 0.61% (n = 340,000); P47898; in the data active = activation mostly above about 9.5%, no sharp cut-off; inactive = mostly below about 7.6%;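 also: 0% = cells with vehicle only and 100% = reference agonist; strong numbers were not always called active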
MITF TRPM1 HTS: activators of MITF-driven TRPM1 promoter activity in SK-MEL-5 cells | SK-MEL-5 TRPM1-promoter luciferase, 24 h; % of positive control, neutral wells = 0 | activation, % at 12.5 µM | actives 0.75% (n = 300,000) | AID 588334;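 active = mean activation of at least 80% with every replicate also reaching 80%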;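 also: 0% = neutral control wells and 100% = parthenolide positive control wells; values of inactives mirror those of a sister screen read the other way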
CDK5 p35 inh: CDK5/p35 (human) kinase inhibition; Recombinant CDK5/p35, ADP-Glo luminescence, 60 min; Q00535+Q15078; inhibition, % at 10 µM; actives 0.01% (n = 330,000);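 active = highest replicate inhibition of at least 50% and at least 75% of replicates reaching 50%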;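 also: plate controls were DMSO neutral control for no effect and GW8510 at 10 µM for full effect; many of its hits are not listed in these tables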
SR-BI HDL uptake: blocks mouse SR-BI lipid uptake from DiI-HDL. inhibition, % at 12.5 µM. ldlA[mSR-BI] CHO cells, DiI-HDL uptake fluorescence, 3 h. Q61009. actives 0.96% (n = 320,000);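 active = mean replicate inhibition of at least 70% and a set share of replicates each scoring 70 or more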;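 also: 0% = median of neutral control wells and 100% = median of positive control wells; values of inactives mirror those of a sister screen read the other way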
Target sequence (Q61009 whole entry, looked up): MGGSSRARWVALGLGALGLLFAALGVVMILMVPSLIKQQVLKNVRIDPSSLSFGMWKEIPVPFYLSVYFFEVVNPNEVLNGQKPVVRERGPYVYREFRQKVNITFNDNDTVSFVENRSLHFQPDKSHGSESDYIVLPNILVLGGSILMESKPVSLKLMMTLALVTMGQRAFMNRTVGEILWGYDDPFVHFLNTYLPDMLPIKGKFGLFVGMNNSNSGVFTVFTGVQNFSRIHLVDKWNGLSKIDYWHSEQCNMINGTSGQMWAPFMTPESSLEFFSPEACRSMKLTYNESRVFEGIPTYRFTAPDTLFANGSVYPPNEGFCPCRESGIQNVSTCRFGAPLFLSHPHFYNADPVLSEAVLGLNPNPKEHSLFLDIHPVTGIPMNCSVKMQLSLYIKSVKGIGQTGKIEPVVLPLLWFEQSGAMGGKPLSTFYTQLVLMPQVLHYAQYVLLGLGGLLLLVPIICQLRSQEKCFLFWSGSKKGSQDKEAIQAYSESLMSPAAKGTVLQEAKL
SR-BI uptake up: SR-BI HDL lipid transfer activation; actives 0.096% (n = 320,000); activation, % at 12.5 µM; CHO ldlA[mSR-BI] cells, DiI-HDL uptake fluorescence, 3 h; 100 = double the neutral-control signal;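 active = mean replicate activation of at least 60% and every replicate at or above 60%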;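 also: 0% = median plate neutral-control signal and 100% = twice that signal; values of inactives mirror those of a sister screen read the other way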
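Material: SR-BI-overexpressing, LDLR-lacking CHO cells; schedule: compound exposure 3 h, 37 °C; reagent: DiI-labelled HDL at 10 µg/mL final; technique: bottom-read fluorescence, 550/595 nm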
dFosB act: mouse delta FosB homodimer activation; activation, % at 25 µM; P13346; AID 493131; actives 0.99% (n = 340,000); purified delta FosB, TAMRA-CDK5 oligo fluorescence polarization; percent of positive-control signal above neutral wells;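 active = mean activation above about 17%, with every replicate also reaching it, limit read from the data, passing the limit was not always enough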;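 also: fluorescence polarization rise as delta FosB binds a TAMRA Cdk5 AP-1 oligo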
PvdQ acylase: P. aeruginosa PvdQ acylase inhibition. inhibition, % at 10 µM. actives 0.063% (n = 340,000). purified PvdQ acylase, fluorescence plate reader; in the data active = inhibition above about 30%, passing the limit was not always enough;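 also: 0% = vehicle neutral wells and 100% = reference inhibitor wells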
Rtt109 Vps75: inhibitors of Candida albicans Rtt109/Vps75 histone acetyltransferase; Q5AAJ8; purified Rtt109/Vps75, ThioGlo CoA-SH fluorescence, 4 h; inhibition, % at 34.9 µM; actives 0.16% (n = 330,000); AID 540336;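 active = inhibition of at least 50% in every replicate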
Target sequence (Q5AAJ8 whole entry, looked up): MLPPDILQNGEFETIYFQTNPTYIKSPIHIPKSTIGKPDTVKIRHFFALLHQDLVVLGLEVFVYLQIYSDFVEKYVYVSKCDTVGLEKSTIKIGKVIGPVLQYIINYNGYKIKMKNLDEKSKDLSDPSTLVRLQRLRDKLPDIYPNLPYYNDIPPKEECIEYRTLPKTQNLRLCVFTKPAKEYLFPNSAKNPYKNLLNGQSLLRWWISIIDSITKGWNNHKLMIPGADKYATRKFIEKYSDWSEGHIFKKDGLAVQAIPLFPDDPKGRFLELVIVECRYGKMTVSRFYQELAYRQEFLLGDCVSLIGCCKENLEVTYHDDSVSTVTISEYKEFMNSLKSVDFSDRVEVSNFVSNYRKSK
cardiac RTF act: cardiac RTF calcium sensitization; P19429+P45379; IANBD-labeled TnC RTF fluorescence at EC20 calcium; 0% EC20 calcium, 100% full calcium; activation, % at 7.2 µM; actives 0.24% (n = 340,000); AID 493008;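 active = activation above the mean over all tested compounds plus 3 SD, cut at about 30% in these data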;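 also: rise in fluorescence read as greater calcium sensitivity of cardiac thin filaments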
Starred values were filed as active, the others as inactive.

`COc1ccccc1Nc1nnc(SCc2cc(=O)n3cc(C)ccc3n2)s1` gave Wnt bcat act -2, HTR5A ag 7, MITF TRPM1 HTS -2, CDK5 p35 inh -1.8, SR-BI HDL uptake 27, SR-BI uptake up -27, dFosB act -3, PvdQ acylase -8 and cardiac RTF act 4.
CC(=O)Nc1ccc(S(=O)(=O)N(C)c2ccccc2)cc1 was read as Wnt bcat act 1, HTR5A ag 1, MITF TRPM1 HTS 3, CDK5 p35 inh -1.2, SR-BI HDL uptake -6, SR-BI uptake up 6, dFosB act -10, PvdQ acylase -8, Rtt109 Vps75 -2 and cardiac RTF act 6.
COC(=O)Cc1ccc(NC(=S)Nc2ccc(N3CCOCC3)cc2)cc1 was read as Wnt bcat act 20, HTR5A ag 1, MITF TRPM1 HTS 2, CDK5 p35 inh -5.3, SR-BI HDL uptake 5, SR-BI uptake up -5, dFosB act -2, PvdQ acylase -17, Rtt109 Vps75 3 and cardiac RTF act 13.
`CC1(C)NC(=O)N(CCCSc2ccc(Cl)cc2)C1=O` gave HTR5A ag 1, MITF TRPM1 HTS 15, CDK5 p35 inh 0.5, SR-BI HDL uptake -15, SR-BI uptake up 15, dFosB act -2, PvdQ acylase -2, Rtt109 Vps75 -13 and cardiac RTF act -3.
Screening CC(=O)c1c(C)[nH]c(C(=O)OCC(=O)NCCC(C)C)c1C returned Wnt bcat act -5, HTR5A ag -1, MITF TRPM1 HTS 2, CDK5 p35 inh -3.7, SR-BI HDL uptake 29, SR-BI uptake up -29, dFosB act -12, PvdQ acylase -9 and cardiac RTF act -8.
Screening O=C1CC(=O)C(n2cncn2)C(c2c(F)cccc2Cl)C1 (stereo not given) returned Wnt bcat act -1, HTR5A ag -2, MITF TRPM1 HTS -7, CDK5 p35 inh 0.2, SR-BI HDL uptake -13, SR-BI uptake up 13, dFosB act 0, PvdQ acylase 1, Rtt109 Vps75 -3 and cardiac RTF act -1.
`O=c1c2c3c(sc2ncn1/N=C/c1ccc([N+](=O)[O-])o1)CCCC3` gave HTR5A ag -2, MITF TRPM1 HTS -81, CDK5 p35 inh 2.2, SR-BI HDL uptake -12, SR-BI uptake up 12, dFosB act -2, PvdQ acylase -12, Rtt109 Vps75 2 and cardiac RTF act 3.
Cc1ccc(S(=O)(=O)Nc2nc(C)c(C(=O)Nc3ccccc3)s2)cc1 was read as HTR5A ag 1, MITF TRPM1 HTS -4, CDK5 p35 inh -0.7, SR-BI HDL uptake -3, SR-BI uptake up 3, dFosB act 0, PvdQ acylase -9, Rtt109 Vps75 5 and cardiac RTF act -1.
CN(C)C1(CNC(=O)C2CCN(S(=O)(=O)c3c(Cl)cccc3Cl)CC2)CCCCC1 was read as Wnt bcat act -2, HTR5A ag -3, MITF TRPM1 HTS -1, CDK5 p35 inh -1.1, SR-BI HDL uptake -15, SR-BI uptake up 15, dFosB act -11, PvdQ acylase -14, Rtt109 Vps75 -2 and cardiac RTF act -3.
`CCc1nc(C)cn1S(=O)(=O)c1cc(F)ccc1OC` gave Wnt bcat act -3, HTR5A ag -6, MITF TRPM1 HTS 3, CDK5 p35 inh -1.4, SR-BI HDL uptake -15, SR-BI uptake up 15, dFosB act 7, PvdQ acylase -10, Rtt109 Vps75 -7 and cardiac RTF act 2.
Screening O=C(Nc1ccc(F)cc1)c1cc(S(=O)(=O)N2CCCCC2)cs1 returned HTR5A ag -2, CDK5 p35 inh 0.0, SR-BI HDL uptake 26, SR-BI uptake up -26, dFosB act -3, PvdQ acylase -12, Rtt109 Vps75 -1 and cardiac RTF act -1.
`O=c1nc(-c2ccccc2Cl)c2cc(F)ccc2[nH]1` gave Wnt bcat act 0, HTR5A ag -4, MITF TRPM1 HTS -7, CDK5 p35 inh -1.6, SR-BI HDL uptake -14, SR-BI uptake up 14, dFosB act 1, PvdQ acylase -11, Rtt109 Vps75 0 and cardiac RTF act 2.
Screening COCCNS(=O)(=O)c1ccc(C2CNC(=O)C2)cc1 (stereo not given) returned Wnt bcat act -2, HTR5A ag -1, MITF TRPM1 HTS -2, CDK5 p35 inh 0.7, SR-BI HDL uptake -18, SR-BI uptake up 18, dFosB act 0, PvdQ acylase -9, Rtt109 Vps75 -1 and cardiac RTF act -1.
O=C(/C=C/c1ccccc1[N+](=O)[O-])NCCCN1CCCC1=O was read as Wnt bcat act 3, HTR5A ag 2, MITF TRPM1 HTS 0, CDK5 p35 inh -2.3, SR-BI HDL uptake -3, SR-BI uptake up 3, dFosB act 3, PvdQ acylase 6, Rtt109 Vps75 0 and cardiac RTF act 7.
`CCCC(=O)Nc1ccc(-c2cnc(-c3ccc(NC(=O)CCC)cc3)nc2)cc1` gave Wnt bcat act -4, HTR5A ag 1, MITF TRPM1 HTS 16, CDK5 p35 inh 0.1, SR-BI HDL uptake 14, SR-BI uptake up -14, dFosB act 1, PvdQ acylase -8, Rtt109 Vps75 0 and cardiac RTF act 16.
COc1ccc(NC(=O)c2nc[nH]c2C(=O)Nc2ccccc2C)cc1 was read as HTR5A ag 1, MITF TRPM1 HTS -29, CDK5 p35 inh -0.2, SR-BI HDL uptake 31, SR-BI uptake up -31, dFosB act -19, PvdQ acylase -18, Rtt109 Vps75 -14 and cardiac RTF act 3.
For CC(=O)c1cc(-c2ccccc2)n(CCC(=O)NC(C)(C)C)c1C the results were HTR5A ag 1, MITF TRPM1 HTS 3, CDK5 p35 inh -0.5, SR-BI HDL uptake -11, SR-BI uptake up 11, dFosB act -9, PvdQ acylase -8 and cardiac RTF act -5.
`O=C(Nc1cnn(Cc2ccccc2)c1)NC12CC3CC(CC(C3)C1)C2` gave Wnt bcat act 4, HTR5A ag -1, MITF TRPM1 HTS -4, CDK5 p35 inh -0.3, SR-BI HDL uptake -25, SR-BI uptake up 25, dFosB act 0, PvdQ acylase -13, Rtt109 Vps75 -7 and cardiac RTF act 1.
Screening CCC(=O)NC(=S)Nc1ccc(NC(=O)COc2ccc([N+](=O)[O-])cc2)cc1 returned Wnt bcat act 5, HTR5A ag -6, MITF TRPM1 HTS 6, CDK5 p35 inh -2.0, SR-BI HDL uptake 21, SR-BI uptake up -21, dFosB act -1, PvdQ acylase -7 and cardiac RTF act -8.
For Cc1onc(-c2c(F)cccc2Cl)c1C(=O)OCC(=O)c1c[nH]c2ccccc12 the results were Wnt bcat act -2, HTR5A ag 7, MITF TRPM1 HTS -16, CDK5 p35 inh -2.2, SR-BI HDL uptake 11, SR-BI uptake up -11, dFosB act 14, PvdQ acylase -17, Rtt109 Vps75 2 and cardiac RTF act 2.
c1ccc(C2=Nc3cccnc3C(c3ccccc3)=NN2)cc1 was read as Wnt bcat act -1, HTR5A ag 2, MITF TRPM1 HTS 3, CDK5 p35 inh -0.1, dFosB act -1, PvdQ acylase 8, Rtt109 Vps75 9 and cardiac RTF act -2.
CCn1c(SCC(=O)Nc2cc(C)on2)nc2c([nH]c3ccccc32)c1=O was read as Wnt bcat act 3, HTR5A ag 7, MITF TRPM1 HTS -21, CDK5 p35 inh 1.3, SR-BI HDL uptake 18, SR-BI uptake up -18, dFosB act 8, PvdQ acylase -7, Rtt109 Vps75 1 and cardiac RTF act -1.
Screening CCCS(=O)(=O)c1c(S(=O)(=O)CCC)c2c(C)cccn2c1C(=O)OC returned Wnt bcat act -8, HTR5A ag 4, MITF TRPM1 HTS -2, CDK5 p35 inh 3.5, SR-BI HDL uptake 23, SR-BI uptake up -23, dFosB act -3, PvdQ acylase 7 and cardiac RTF act 6.
Screening CCC1(c2ccc(F)cc2)NC(=O)N(CC(=O)NCc2ccc(F)cc2)C1=O (stereo not given) returned Wnt bcat act 2, HTR5A ag -4, MITF TRPM1 HTS 1, CDK5 p35 inh -0.3, SR-BI HDL uptake 1, SR-BI uptake up -1, dFosB act -3, PvdQ acylase 5, Rtt109 Vps75 9 and cardiac RTF act -2.
For COc1ccc(CNC(=O)CN(c2ccc(C(C)=O)cc2)S(=O)(=O)c2ccc(C)cc2)cc1OC the results were Wnt bcat act -4, HTR5A ag 2, MITF TRPM1 HTS 4, CDK5 p35 inh 0.1, SR-BI HDL uptake -7, SR-BI uptake up 7, dFosB act -2, PvdQ acylase -12, Rtt109 Vps75 -1 and cardiac RTF act -4.
`C(=N\n1cnnc1)/c1ccc(OCc2cccc3ccccc23)cc1` gave HTR5A ag -2, MITF TRPM1 HTS 36, CDK5 p35 inh 0.7, SR-BI HDL uptake 32, SR-BI uptake up -32, dFosB act -15, PvdQ acylase -14, Rtt109 Vps75 0 and cardiac RTF act -4.
For O=[N+]([O-])c1ccc(O)c(/C=N/Nc2nn[nH]n2)c1 the results were Wnt bcat act -1, HTR5A ag -4, MITF TRPM1 HTS 6, CDK5 p35 inh 0.2, SR-BI HDL uptake 2, SR-BI uptake up -2, dFosB act 2, PvdQ acylase 13, Rtt109 Vps75 3 and cardiac RTF act 7.
COc1cc(C2Nc3ccccc3C(=O)N2c2ccccc2)ccc1O (stereo not given) was read as Wnt bcat act 9, HTR5A ag -4, MITF TRPM1 HTS 20, CDK5 p35 inh -1.1, SR-BI HDL uptake 17, SR-BI uptake up 11, dFosB act -3, PvdQ acylase -3, Rtt109 Vps75 -5 and cardiac RTF act -2.
For COc1ccc(S(=O)(=O)Nc2c(O)ccc3ccccc23)cc1OC the results were Wnt bcat act 10, HTR5A ag -3, CDK5 p35 inh -5.0, SR-BI HDL uptake 9, SR-BI uptake up -9, dFosB act -1, PvdQ acylase -3, Rtt109 Vps75 -5 and cardiac RTF act 10.
For O=c1cc2oc3cc(O)c(O)cc3c(-c3ccccc3O)c-2cc1O the results were HTR5A ag 0, MITF TRPM1 HTS -5, CDK5 p35 inh 0.9, SR-BI HDL uptake 27, SR-BI uptake up -27, dFosB act -112, PvdQ acylase -2, Rtt109 Vps75 -4 and cardiac RTF act 51*.
Screening CCN1CCN(C2CCCCC2NS(=O)(=O)c2ccc(Cl)cc2)CC1 (stereo not given) returned HTR5A ag -2, MITF TRPM1 HTS 6, CDK5 p35 inh -1.1, SR-BI HDL uptake -4, SR-BI uptake up 4, dFosB act -1, PvdQ acylase -15, Rtt109 Vps75 -9 and cardiac RTF act 0.
`COc1coc(/C=C/C(=O)O)cc1=O` gave Wnt bcat act -1, HTR5A ag 2, MITF TRPM1 HTS 14, CDK5 p35 inh -0.2, SR-BI HDL uptake -4, SR-BI uptake up 4, dFosB act 3, PvdQ acylase 1, Rtt109 Vps75 1 and cardiac RTF act -3.
Screening C=CCOCCN1C(=O)C2C(c3ccccc3)C=CC(c3ccccc3)C2C1=O (stereo not given) returned Wnt bcat act -4, HTR5A ag 0, MITF TRPM1 HTS 2, CDK5 p35 inh 1.2, SR-BI HDL uptake -5, SR-BI uptake up 5, dFosB act -4, PvdQ acylase -12, Rtt109 Vps75 -14 and cardiac RTF act 9.
CC(CCc1ccccc1)NC(=O)CSc1ccccn1 (stereo not given) was read as Wnt bcat act 0, HTR5A ag 2, MITF TRPM1 HTS 0, CDK5 p35 inh 1.7, SR-BI HDL uptake -6, SR-BI uptake up 6, dFosB act 2, PvdQ acylase -3, Rtt109 Vps75 0 and cardiac RTF act -7.
